# TSG101-PTAP inh – qHTS Assay for Iinhibitors of HIV-1 Budding by Blocking the Interaction of PTAP/TSG101. Potency, µM (series often up to 115 µM), without a hit: top-dose activity change, negative = inhibition, most hits filed as inhibitors. 340,000 tested, under 10 active. AID 493005, 2010. Fluorescence polarization, FITC-PTAP peptide / Tsg101 binding; active = well fitted inhibition curve with a large enough effect in the main read-out, with a control signal flat, not every such curve was filed as active; inconclusive = small, poorly fitted or top-dose-only effect, or effect the other way, or a change in a side signal; inactive = no such curve, though single readings can be large or run the other way; also: potency is read from the fitted curve at half-maximal effect; % of control where 0% means no effect
# Target sequence (Q99816 whole entry, looked up): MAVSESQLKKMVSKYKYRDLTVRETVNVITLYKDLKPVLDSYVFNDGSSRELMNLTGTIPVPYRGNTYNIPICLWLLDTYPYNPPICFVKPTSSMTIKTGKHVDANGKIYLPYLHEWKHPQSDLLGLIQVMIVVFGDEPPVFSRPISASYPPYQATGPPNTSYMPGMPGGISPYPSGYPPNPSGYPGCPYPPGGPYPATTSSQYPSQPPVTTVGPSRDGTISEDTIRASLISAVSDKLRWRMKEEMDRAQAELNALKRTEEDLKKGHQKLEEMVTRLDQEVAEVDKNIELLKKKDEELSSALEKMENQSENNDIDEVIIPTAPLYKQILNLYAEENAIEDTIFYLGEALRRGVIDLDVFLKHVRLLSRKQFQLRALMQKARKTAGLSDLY
#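 Steps: Tsg101 binding domain dispensed (10 uM final), compounds pinned in DMSO, FITC-labeled PTAP-motif peptide added (50 nM final); after 20 min binding at room temperature, polarization measured.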
# TRPV1 agonist – HTS Assay for Compounds that Act as Agonists of the Vanilloid Receptor 1; Transient receptor potential cation channel subfamily V member 1 (Homo sapiens), Q8NER1; TRPV1-expressing cells, Fluo-8 calcium influx, agonist mode; activation, % at 8.33 µM; 320,000 compounds, 0.19% hits; AID 540275, 2011; in the data active = activation above about 80%; inconclusive = between about 30% and that limit; also: 0% is about no effect
#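 TRPV1-expressing cells were cultured overnight at 35.5C and loaded with Fluo-8 calcium dye for 40 to 90 min at room temperature. After a 10 s baseline, compound was added and calcium influx was read kinetically for 3 min (ex 480/em 520 nm).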
# p53 reactivator – qHTS assay for re-activators of p53 using a Luc reporter. H1299 p53-A138V BP100-luciferase reporter, luminescence, 24 h. Potency, µM (top dose mostly 92.2 µM), inactives show top-dose activity change, positive = activation, usual class: activators. 320,000 compounds, 0.063% hits; also: potency is read from the fitted curve at half-maximal effect; % of control where 0% means no effect; nearly all actives have a fitted effect of over 45% in size
#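 H1299 (p53-null), stable ts p53-A138V + BP100-Luc; 1000 cells/well, Opti-MEM/10% FBS; cpd 4 pt, 1:5; 24 h, 37 deg C, 5% CO2; detection reagent 10 min RT; luminescence.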
# ELG1 DNA repair – qHTS screen for small molecules that inhibit ELG1-dependent DNA repair in human embryonic kidney (HEK293T) cells expressing luciferase-tagged ELG1; HEK293T ELG1-luciferase reporter, luminescence, 16 h; DNA damage induced by 5-fluorouridine; Potency, µM (series often up to 46.1 µM), without a hit: at the top dose activity change, negative = inhibition, actives largely listed as inhibitors; 330,000 compounds, 2.3% hits; AID 504467, 2011; also: potency is read from the fitted curve at half-maximal effect; % is scaled to controls: 0 for no effect and ±100 for the full control effect; nearly all actives have a fitted effect of over 55% in size
#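 5-Fluorouridine DNA damage + compound/DMSO, 2,000 cells/well, 16 h, 37 °C/5% CO2. ONE-Glo, 30 min RT, luminescence. Readout = decrease in reporter signal.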
# CXXC DNA block – qHTS Fluorescence Polarization Assay for Inhibitors of MLL CXXC domain - DNA interaction; Histone-lysine N-methyltransferase 2A (Homo sapiens), Q03164; MLL-CXXC / FITC-HOXA9 DNA fluorescence polarization; Potency, µM (highest dose often 115 µM), for the others: top-dose activity change, negative = inhibition, most hits filed as inhibitors; 290,000 compounds, 0.037% hits; AID 2662, 2010; active = well fitted inhibition curve with a large enough effect in the polarisation, with a control signal flat, not every such curve was filed as active; inconclusive = small, poorly fitted or top-dose-only effect, or effect the other way, or a change in a side signal; inactive = no such curve, though single readings can be large or run the other way; the % refers to the polarisation; also: potency is read from the fitted curve at half-maximal effect
#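 Fluorescence polarization: 7 uM MLL-CXXC (stock) preincubated 5 min with compounds, then 50 nM fluorescein-HOX-A9 DNA (stock) added; 30 min ambient. Buffer 50 mM Tris-HCl pH 7.5, 50 mM NaCl, 1 mM DTT, 0.05% BSA.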
# a7 integrin act – qHTS for Activators of Integrin-Mediated Alleviation for Muscular Dystrophy. Potency, µM (titrated, usually from 38.3 µM), for the others: top-dose activation, hits mostly activators. 350,000 compounds, 0.064% hits. alpha7betagal myoblasts, beta-gal FDG fluorescence, 48 h;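 also: potency is read from the fitted curve at half-maximal effect; 100% = response of the positive control SU9516; nearly all actives have a fitted effect of over 60% in size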
#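 alpha7betagal+/- myoblasts (passage 13, 250/well) treated 48 h at 37C with compounds at 1:260 dilution of DMSO stock. Lysed, then beta-galactosidase activity read as FDG fluorescence (ex 480/em 540) after 30 min, with pre-read for autofluorescence.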
# BRCA1 expr up – qHTS Assay to Identify Small Molecule Activators of BRCA1 Expression | MCF7-BRCA1-FFLuc reporter, luminescence, 48 h; response scale: scaled: vehicle 0%, 10 µM genistein 100% | 380,000 compounds, 1.1% hits | Potency, µM (highest dose often 46.1 µM), inactives show at the top dose activation, hits mostly activators; also: potency is read from the fitted curve at half-maximal effect; nearly all actives have a fitted effect of over 80% in size; some results filed as inactive show a strong effect at the top dose
#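 Compounds are tested at multiple concentrations on MCF7 BRCA1-luciferase reporter cells seeded at 2000 per well; after 48 h, a single luminescence end-point is taken and curves fitted to the normalized data.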
# TCR act – Activators of T cell receptors: qHTS campaign; primary human leukocytes, anti-CD3, IL-2 HTRF, 48 h; Potency, µM (titrated, usually from 9.22 µM), without a hit: top-dose activation of IL-2 secretion, hits mostly activators; 330,000 tested, under 10 active; AID 504894, 2011; also: % of control where 0% means no effect
#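 IL-2 release read by HTRF sandwich (Eu cryptate donor, d2 acceptor, 665 nm emission) after 48 hr exposure of primary human leukocytes to compound together with anti-CD3 beads in the absence of co-stimulatory signals.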
# B2AR arrestin – qHTS assay of beta-arrestin-biased ligands of beta2-adrenergic receptor; Potency, µM (series often up to 46.1 µM), inactives show at the highest dose activation, most hits filed as activators; Beta-2 adrenergic receptor (Homo sapiens), P07550; beta-arrestin recruitment to beta2AR, cell-based reporter; 330,000 compounds, 0.02% hits;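 also: potency is read from the fitted curve at half-maximal effect; 0% = DMSO controls and full agonism = EC100 isoproterenol or metaproterenol; nearly all actives have a fitted effect of over 65% in size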
# Target sequence (P07550 whole entry, looked up): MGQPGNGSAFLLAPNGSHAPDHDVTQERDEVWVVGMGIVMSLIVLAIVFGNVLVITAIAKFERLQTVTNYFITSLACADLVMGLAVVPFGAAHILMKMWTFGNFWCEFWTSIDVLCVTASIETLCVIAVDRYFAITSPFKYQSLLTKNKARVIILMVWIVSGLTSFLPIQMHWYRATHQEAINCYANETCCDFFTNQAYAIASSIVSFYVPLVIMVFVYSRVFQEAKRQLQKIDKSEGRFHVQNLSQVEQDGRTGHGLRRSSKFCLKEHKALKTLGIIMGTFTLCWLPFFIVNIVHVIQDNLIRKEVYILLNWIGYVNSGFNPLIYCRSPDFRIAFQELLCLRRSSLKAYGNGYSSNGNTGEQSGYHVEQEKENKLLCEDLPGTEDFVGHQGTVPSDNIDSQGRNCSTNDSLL
# A-T KAP1 phos – qHTS Assay for Identifying a Potential Treatment of Ataxia-Telangiectasia. […] A-T fibroblasts, KAP-1 phosphorylation AlphaLISA; neocarzinostatin DNA damage 30 min before lysis. Potency, µM (series often up to 57.5 µM), without a hit: at the highest dose activation, actives largely listed as activators. 320,000 compounds, 0.19% hits; also: potency is read from the fitted curve at half-maximal effect; % of control where 0% means no effect; nearly all actives have a fitted effect of over 45% in size
#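 ATM-like activity read as KAP-1 phosphorylation via AlphaLISA donor/acceptor antibody pairs after lysis and 6 hr at 25C. Cells were ATM-null patient fibroblasts ([…], hTERT), dosed 60 min, then exposed to the DSB inducer NCS for 30 min.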
# Starred values were filed as active, the others as inactive; ? = inconclusive; nt = not tested or not shown; [ ] = remark or other dose. Unless noted, calls follow the shape of the dose curve; as a rule, active = well fitted curve in the direction sought with a large enough effect; inconclusive = small, poorly fitted or top-dose-only effect, or another doubt; inactive = no such curve, though single readings can be large; an effect the other way counts as inactive or inconclusive.
# The line under a structure holds: ELG1 DNA repair | TRPV1 agonist | A-T KAP1 phos | a7 integrin act | TSG101-PTAP inh | p53 reactivator | BRCA1 expr up | TCR act | B2AR arrestin | CXXC DNA block
COc1ccc(C(CC(=O)Nc2cc(OC)cc(OC)c2)n2cccc2)cc1 (stereo unspecified)
  ? | -3 | 2% | 7% | 0% | 5% | -9% | 5% | -0.6% | 13%
Cc1cc(C)c(C(N)=O)c(NC(=O)Nc2ccccc2)n1
  0% | 1 | -2% | 12% | 0% | 3% | -17% | 8% | 0.2% | -11%
Cc1cc(CNC(=S)Nc2cccc(Cl)c2Cl)nn1C
  1% | ? | 4% | 22% | -1% | 1% | 5% | -12% | -0.1% | -4%
CCN1C(=O)[C@H]2[C@@H](c3ccc(C)cc3)N3C(=O)N(c4cccc(F)c4)C(=O)[C@@]3(C)[C@H]2C1=O
  ? | -5 | -6% | -18% | -1% | 2% | 6% | 7% | 0.2% | -1%
CC12CCCCC1=CC(=O)CC2 (stereo unspecified)
  nt | nt | nt | 11% | -2% | nt | 1% | 2% | nt | nt
O=C(CSc1nccc(=O)[nH]1)Nc1ccc(Br)c(Cl)c1
  9% | 0 | 4% | 0% | -11% | -3% | -15% | 3% | 0.0% | -2%
CN(C(=O)COc1ccccc1)C1CCS(=O)(=O)C1 (stereo unspecified)
  12% | 0 | 1% | -2% | -3% | 12% | 5% | 0% | -1.1% | 8%
COc1ccccc1NC(=S)NC(=O)/C=C/c1ccco1
  -4% | 19 | -4% | -40% | -9% | -8% | -12% | -4%[46.1 µM] | 0.5% | 8%
CCOC(=O)c1[nH]c2ccccc2c1N=CN(C)C
  nt | nt | nt | 24% | -3% | nt | 11% | 1% | nt | nt
CCc1cc[n+](CC(=O)Nc2ccc(Cl)cc2Cl)cc1
  1% | 2 | 2% | 5% | -1% | -2% | -11% | 2% | -0.1% | -8%
CCOC(=O)c1c(NC(=O)CC2SC(N)=NC2=O)sc2c1CCCC2 (stereo unspecified)
  -2% | 15 | -3% | -1% | -9% | 3% | -29% | 8% | -0.7% | 6%
CC(C)C(=O)Nc1cccc(NC(=O)c2cccc(F)c2)c1
  -16% | -1 | 0% | -6% | -1% | -3% | 15% | -5% | -0.3% | -6%
COc1cccc(C(=O)N2CCN(Cc3ccco3)CC2)c1OC
  10% | 2 | 5% | 23% | -1% | 20% | 0% | -3% | -0.3% | 0%
CNC(=O)COC(=O)COc1ccc2c(C)cc(=O)oc2c1
  7% | 6 | -1% | -23% | -6% | -2% | 0% | 2% | 0.5% | 8%
COc1ccc2cc1Oc1ccc(cc1)C[C@H]1c3c(cc(OC)c4c3Oc3c(ccc5c3[C@H](C2)N(C)CC5)O4)CCN1C
  ? | nt | -15% | 23% | -8% | 0% | 13% | 2% | -0.1% | nt
O=C(O)CCN1CCc2ccccc2C1c1ccncc1 (stereo unspecified)
  16% | -2 | -6% | 10% | -5% | 3% | 1% | -7% | 0.3% | 2%
O=C(CNC(=S)N(CCCN1CCOCC1)Cc1cccs1)NCc1ccccc1
  9% | -1 | 0% | 12% | -2% | -5% | -23% | -3% | 0.3% | -1%
CC1Oc2ccccc2N(CC(=O)NC2CC2)C1=O (stereo unspecified)
  0% | -3 | -2% | 39% | -4% | -3% | 15% | 0% | -0.1% | -1%
CCN1C(=O)[C@H]2[C@H]3CN=C(SCc4ccccc4)N3[C@@](CC)(C(=O)OC)[C@H]2C1=O
  1% | nt | -16% | 32% | -4% | -9% | 6% | 3%[46.1 µM] | -0.6% | nt
CC(=O)NC(=O)COC(=O)/C=C/c1c(C)nn(Cc2c(Cl)cccc2Cl)c1Cl
  -9% | 0 | 3% | 6% | -10% | 3% | 7% | 8% | 3.8% | -5%
COc1ccc(S(=O)(=O)Cc2ccc(C(=O)NCCc3ccc(S(N)(=O)=O)cc3)o2)cc1
  -25% | nt | 18% | 1% | 1% | 8% | -9% | 3% | 0.3% | -7%
CC1CC1C(=O)Nc1cc(S(=O)(=O)N2CCOCC2)ccc1N1CCCC1 (stereo unspecified)
  0% | 6 | -6% | 19% | 1% | -2% | -2% | 1% | 0.1% | 7%
COc1ccccc1N1CCN(CCC(=O)Nc2ccc3c(c2)OCO3)CC1
  -9% | 1 | 7% | -21% | 0% | -4% | 3% | 3% | -0.2% | -7%
NC(=O)c1oc2ccccc2c1NC(=O)Cc1ccccc1
  -16% | 14 | -3% | 3% | -1% | 9% | 14% | -1% | 0.5% | -9%
CCOc1ccc(/C=N/Nc2ccccn2)cc1
  ? | ? | 3% | 11% | 2% | ? | ? | -1% | 0.1% | -3%
O=C(CCCN1C(=O)/C(=C/c2cccs2)SC1=S)Nc1ccccn1
  -19% | -1 | 1% | -35% | -4% | 7% | -58% | 0% | -0.8% | 6%
COc1ccc(CCn2c(-c3ccco3)nc3ccccc3c2=O)cc1OC
  10µM* | -2 | -3% | 34% | 2% | -25% | -27% | -1% | 2.7% | 5%
COc1ccc(CCNC(=O)C2CC3Cn4c(nc5cc6ccccc6cc54)C3N2C)cc1 (stereo unspecified)
  3% | 15 | -5% | 2% | -1% | -1% | -8% | 13% | 0.1% | 25%
CCN(C[C@H]1N[C@@](C)(C(=O)OC)[C@H]2C(=O)N(Cc3ccccc3)C(=O)[C@@H]12)C(=O)NC(C)C
  ? | nt | 5% | 2% | -2% | 4% | 42% | -12% | -1.3% | nt
Cc1cccc(N(C)C(=O)C2CCCN2S(=O)(=O)c2cccc3nsnc23)c1 (stereo unspecified)
  -6% | 3 | 0% | 20% | -8% | -5% | -12% | 1% | 0.3% | -4%
CCOC(=O)c1ccc(NC(=O)Cn2nnc(-c3ccc(C)cc3)n2)cc1
  -1% | -1 | 1% | 2% | -5% | -8% | -4% | 3% | -0.1% | -1%
O=C(Nc1ccc(Cl)cc1Cl)c1ccc2c(c1)OCCO2
  ? | ? | 1% | 25% | 0% | 58% | 59% | -4% | 0.0% | nt
Cc1ccc(S(=O)(=O)N2CCN(C(=O)COC(=O)CCOc3ccccc3C)CC2)cc1
  -1% | 0 | 0% | -1% | -1% | 1% | -5% | -7% | -0.1% | nt
Cc1ccc(S(=O)(=O)c2c(N)n(CCC(C)C)c3nc4ccccc4nc23)cc1
  ? | -1 | -4% | -74%[inhibitor] | 0% | -2% | -83% | 0% | -2.7% | 4%
COc1ccc(CNCC(=O)Nc2ccccc2-n2cccc2)cc1
  -14% | 11 | -4% | -35% | 0% | -4% | -53% | 5% | 0.1% | -6%
COc1ccc2[nH]c3c(c2c1)CCN1C(=O)C(CC(=O)NCCC2=CCCCC2)C[C@H](C(=O)N2CCCCC2)[C@@]31CCc1ccccc1 (stereo partly specified)
  7% | nt | 3% | 5% | -5% | 4% | 10% | -8%[46.1 µM] | 4.4% | nt
CCOC(=O)c1nn(-c2ccccc2)c(C)c1C(C)=O
  0% | 7 | -5% | 8% | -1% | 2% | 4% | nt | 0.0% | 3%
CC(C)c1cccc(C(C)C)c1NC(=O)COC(=O)C1CCC1
  0% | -4 | 2% | -6% | -1% | -1% | 10% | -6% | -0.1% | nt
NS(=O)(=O)c1ccc(NC(=O)CCc2ccccc2)cc1
  11% | 0 | 2% | 27%[7.66 µM] | -17% | 8% | 18% | nt | 0.0% | 8%
O=C(Cc1cccs1)N/N=C/C=C/c1ccccc1
  ? | 22 | 5% | 14% | 0% | ? | -5% | 2%[46.1 µM] | 0.1% | 7%

# At a glance, some entries already given:
# The line under a structure holds: ELG1 DNA repair | TRPV1 agonist | A-T KAP1 phos | a7 integrin act | TSG101-PTAP inh | p53 reactivator | BRCA1 expr up | TCR act | B2AR arrestin | CXXC DNA block
CCOC(=O)c1ccc(NC(=O)Cn2nnc(-c3ccc(C)cc3)n2)cc1
  -1% | -1 | 1% | 2% | -5% | -8% | -4% | 3% | -0.1% | -1%
O=C(Nc1ccc(Cl)cc1Cl)c1ccc2c(c1)OCCO2
  ? | ? | 1% | 25% | 0% | 58% | 59% | -4% | 0.0% | nt
Cc1ccc(S(=O)(=O)N2CCN(C(=O)COC(=O)CCOc3ccccc3C)CC2)cc1
  -1% | 0 | 0% | -1% | -1% | 1% | -5% | -7% | -0.1% | nt
Cc1ccc(S(=O)(=O)c2c(N)n(CCC(C)C)c3nc4ccccc4nc23)cc1
  ? | -1 | -4% | -74%[inhibitor] | 0% | -2% | -83% | 0% | -2.7% | 4%
